From PubChem BioAssay
ERp5 inh: blocks human ERp5 reductase activity on insulin; ERp5 insulin aggregation, absorbance 650 nm, 90 min; inhibition, % at 9.99 µM; Q15084; actives 0.05% (n = 350,000);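 active = mean replicate inhibition above about 25%, with every replicate also reaching it, limit read from the data, passing the limit was not always enough; inconclusive = only one of those two criteria met; inactive = neither criterion met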
Target sequence (Q15084 whole entry, looked up): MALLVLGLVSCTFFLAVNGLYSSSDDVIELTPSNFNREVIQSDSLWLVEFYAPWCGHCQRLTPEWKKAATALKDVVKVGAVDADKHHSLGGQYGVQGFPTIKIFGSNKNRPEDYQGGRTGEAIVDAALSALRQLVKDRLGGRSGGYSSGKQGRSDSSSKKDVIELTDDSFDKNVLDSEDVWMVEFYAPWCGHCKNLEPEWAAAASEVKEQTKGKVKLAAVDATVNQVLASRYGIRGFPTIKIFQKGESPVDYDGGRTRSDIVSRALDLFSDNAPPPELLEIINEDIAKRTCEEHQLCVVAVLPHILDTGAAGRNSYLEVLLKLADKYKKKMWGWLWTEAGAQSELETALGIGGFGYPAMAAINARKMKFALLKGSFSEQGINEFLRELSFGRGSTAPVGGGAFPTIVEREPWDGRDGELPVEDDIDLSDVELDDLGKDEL
ARNT TACC3 PPI: ARNT/TACC3 interaction disruption | Q9Y6A5 | AlphaScreen His-ARNT PAS-B/GST-TACC3 binding, luminescence; TACC3 fragment carries E629A point mutation | inhibition, % at 9.99 µM | actives 0.66% (n = 390,000) | AID 623870;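 active = mean inhibition of replicates at least 50% and at least half of replicates each reaching 50%; inconclusive = half or more replicates reach 50% but mean below 50%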;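 note: 0% = complete ARNT plus TACC3 wells and 100% = ARNT alone without TACC3; many hits fall short of the cut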
GSIS activator: GLuc luminescence reporter in INS-1E cells, primary screen for activators of glucose-dependent secretion of insulin; INS-1E GLuc reporter insulin secretion, 2-3 h; activation, % at 16.6 µM; actives 0.61% (n = 370,000);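 active = lowest replicate activation of at least 40%, so every replicate reaches that level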;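 note: 0% = median of neutral control wells and 100% = median of IBMX positive control wells; some compounds called inactive have numbers as strong as hits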
DENV2 CPE: DENV2-induced cell death inhibition | DENV2-infected cells, cytopathic effect rescue, plate reader | CPE inhibition, % at 9.99 µM | actives 1.7% (n = 350,000) | AID 651640; in the data active = CPE inhibition above about 20%, passing the limit was not always enough; inconclusive = no clear call, values can overlap the other calls; tested in BHK-21 cells;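 note: 0% = median of neutral control wells and 100% = median of positive control wells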
EWS-Fli inh: inhibitors of EWS/Fli oncoprotein transcriptional activity. AID 651661. actives 0.67% (n = 350,000). inhibition, % at 12.6 µM. A673 NR0B1-luciferase reporter, viability-normalised;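 active = mean inhibition of at least 50% after viability correction, with every replicate also passing that limit; inconclusive = mean reaches 50% but only one of two replicates passes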;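 note: firefly luciferase signal divided by Alamar Blue viability fluorescence both relative to DMSO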
PAX8 inh HTS: inhibitors of PAX8 transcriptional activity in RMG-I cells; actives 1.2% (n = 360,000); inhibition, % at 12.6 µM; RMG-I TPO-luciferase reporter, SteadyGlo, 24 h; AID 652154;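 active = mean replicate inhibition at least 60% with every replicate also reaching 60%; inconclusive = only one of the two criteria is met; inactive = mean below 60% and not all replicates reaching 60%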;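 note: luciferase light reporting Pax8 driven TPO promoter activity; plate controls were median of neutral control wells for no effect and mitoxantrone controls for full effect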
F508del corr: CFTR F508del correction in bronchial cells. AID 720511. activity (quench increase), % at 7.58 µM. CFBE cells, YFP halide quenching; stimulated with forskolin plus potentiator P3; % fluorescence drop versus neutral controls. actives 0.36% (n = 350,000);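 active = mean added fluorescence quench of at least 8% versus neutral control, with both replicates also reaching 8%; inconclusive = only one of the mean or replicate conditions met; inactive = mean below 8% and not both replicates reaching 8%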;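 note: cells transiently co-express mutant CFTR-F508del with the halide-sensitive YFP; corrector assay measuring rescue of mutant channel to the surface after 24 h compound exposure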
Xi reactivation: X-chromosome reactivation activator | XiGFP mouse fibroblasts, % GFP-positive cells imaging, 3 d; cells co-treated with 5-aza-dC sensitizer; scaled so ellipticine positive control = 100% | activation, % at 7.58 µM | actives 0.055% (n = 360,000);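 active = mean normalized replicate activation at least 10% and every replicate at or above 10%; inconclusive = only one of the two criteria met; inactive = mean below 10% and not all replicates reach 10%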;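 note: 0% = median of on-plate neutral control wells and 100% = ellipticine 6 µM median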
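Assay system – SV40-immortalized XiGFP fibroblast cells, line 68-5-11 · Buffer or medium – DMEM supplemented with 5-aza-dC as sensitizing agent · Dosing – one concentration, pinned · Benchmarks – positive control ellipticine, 6 µM final · Times – 3 days compound exposure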
* hit, by the source's call. Hits appear at their usual frequency (roughly 4.2% active in at least one column).

The first three compounds as a preview:
What do the screens show for `COc1ccccc1NC(=O)c1c(N=Cc2cccc([N+](=O)[O-])c2)cnn1C`?
ERp5 inh: 5; ARNT TACC3 PPI: 0; GSIS activator: 7; DENV2 CPE: inconclusive; EWS-Fli inh: 13; PAX8 inh HTS: 10; F508del corr: -1.3; Xi reactivation: -0.1

How did Cc1onc(-c2ccccc2)c1C(=O)Nc1ccc(Cl)c(S(=O)(=O)N2CCOCC2)c1 do in these assays?
ERp5 inh: -2; ARNT TACC3 PPI: -3; GSIS activator: -25; DENV2 CPE: 1; EWS-Fli inh: 15; PAX8 inh HTS: 2; F508del corr: 0.8; Xi reactivation: -0.1

Results for N#Cc1cccc(C(=O)OCC(=O)c2ccc3c(c2)NC(=O)CO3)c1 ?
ERp5 inh: -3; ARNT TACC3 PPI: -2; GSIS activator: 24; DENV2 CPE: -8; EWS-Fli inh: 9; PAX8 inh HTS: 0; F508del corr: 2.2; Xi reactivation: 0.0

Main list, previewed entries included:
What do the screens show for `COc1ccccc1NC(=O)c1c(N=Cc2cccc([N+](=O)[O-])c2)cnn1C`?
ERp5 inh: 5; ARNT TACC3 PPI: 0; GSIS activator: 7; DENV2 CPE: inconclusive; EWS-Fli inh: 13; PAX8 inh HTS: 10; F508del corr: -1.3; Xi reactivation: -0.1

How did Cc1onc(-c2ccccc2)c1C(=O)Nc1ccc(Cl)c(S(=O)(=O)N2CCOCC2)c1 do in these assays?
ERp5 inh: -2; ARNT TACC3 PPI: -3; GSIS activator: -25; DENV2 CPE: 1; EWS-Fli inh: 15; PAX8 inh HTS: 2; F508del corr: 0.8; Xi reactivation: -0.1

Results for N#Cc1cccc(C(=O)OCC(=O)c2ccc3c(c2)NC(=O)CO3)c1 ?
ERp5 inh: -3; ARNT TACC3 PPI: -2; GSIS activator: 24; DENV2 CPE: -8; EWS-Fli inh: 9; PAX8 inh HTS: 0; F508del corr: 2.2; Xi reactivation: 0.0

Results for CCc1noc(C)c1C(=O)OCC(=O)N1CCc2ccccc21 ?
ERp5 inh: 2; ARNT TACC3 PPI: -11; DENV2 CPE: -2; EWS-Fli inh: -21; PAX8 inh HTS: -14; F508del corr: 2.7; Xi reactivation: 0.7

What do the screens show for `O=C1CN(S(=O)(=O)Cc2ccccc2)C[C@@H]2[C@@H](c3ccc(C#CC4CC4)cc3)[C@@H](CO)N12`?
ERp5 inh: -3; GSIS activator: -31; DENV2 CPE: -4; EWS-Fli inh: 8; PAX8 inh HTS: 79*; F508del corr: 1.0; Xi reactivation: 0.2

How did CCOC(=O)N1CCN(C(=O)COc2ccc(S(=O)(=O)NC(C)C)cc2)CC1 do in these assays?
ERp5 inh: 4; ARNT TACC3 PPI: -3; GSIS activator: 11; DENV2 CPE: 2; EWS-Fli inh: 8; PAX8 inh HTS: 1; F508del corr: 3.1; Xi reactivation: 0.2

Results for O=c1[nH]c(=S)[nH]c2c1[C@H](CCc1cccc(Cl)c1)O[C@H](C1CCCC1)C2 ?
ERp5 inh: 6; GSIS activator: -31; DENV2 CPE: inconclusive; EWS-Fli inh: 7; PAX8 inh HTS: 0; F508del corr: -4.8; Xi reactivation: 0.2

How did C[C@@H]1CCCCO[C@@H](CN(C)Cc2ccc(Cl)c(Cl)c2)[C@@H](C)CN([C@@H](C)CO)C(=O)c2cc(NS(=O)(=O)c3cccs3)ccc2O1 do in these assays?
ERp5 inh: -7; ARNT TACC3 PPI: 3; GSIS activator: -2; DENV2 CPE: -30; EWS-Fli inh: 11; PAX8 inh HTS: 8; F508del corr: -0.5; Xi reactivation: 0.4

What do the screens show for `CN1CCN(C(=O)C[C@H]2CC[C@H]3[C@@H](COC[C@H](O)CN3CC3CC3)O2)CC1`?
ERp5 inh: -3; ARNT TACC3 PPI: -10; GSIS activator: 5; DENV2 CPE: 0; EWS-Fli inh: 1; PAX8 inh HTS: -31; F508del corr: -0.1; Xi reactivation: 0.2

What do the screens show for `CCOC(=O)CC1C(=O)NCCN1S(=O)(=O)c1ccc(F)cc1` (configuration not stated)?
ERp5 inh: -3; ARNT TACC3 PPI: 1; GSIS activator: 15; DENV2 CPE: 5; EWS-Fli inh: -1; PAX8 inh HTS: -2; Xi reactivation: 0.2

What do the screens show for `COc1ccc(S(=O)(=O)Nc2cccc3c2O[C@@H](CN(C)Cc2ccc(Cl)c(Cl)c2)[C@H](C)CN([C@@H](C)CO)C3=O)cc1`?
GSIS activator: -25; EWS-Fli inh: 10; F508del corr: -1.2; Xi reactivation: 0.1

What do the screens show for `O=C(Nc1cc(Cl)cc(Cl)c1)N1CCCN(Cc2ccccc2)CC1`?
ERp5 inh: 2; ARNT TACC3 PPI: -1; GSIS activator: -24; DENV2 CPE: 2; EWS-Fli inh: 1; PAX8 inh HTS: -8; F508del corr: -0.9; Xi reactivation: 0.1

What do the screens show for `Cc1cccc(C)c1-n1c(=O)n(Cc2ccccc2)c(=O)c2[nH]cnc21`?
ERp5 inh: 0; ARNT TACC3 PPI: -1; GSIS activator: 1; DENV2 CPE: 7; EWS-Fli inh: 22; PAX8 inh HTS: 0; F508del corr: 2.0; Xi reactivation: 0.0

What do the screens show for `Cc1noc(C)c1NC(=O)Nc1cccc2c1O[C@H](CN(C)S(=O)(=O)c1ccccc1)[C@@H](C)CN([C@@H](C)CO)C2=O`?
GSIS activator: 13; EWS-Fli inh: -5; PAX8 inh HTS: -12; F508del corr: -1.6; Xi reactivation: -1.0

How did O=C(c1cc(Cl)nc2ccccc12)N(Cc1nnc(-c2ccccc2Cl)o1)C1CC1 do in these assays?
ERp5 inh: -1; ARNT TACC3 PPI: 5; GSIS activator: -29; DENV2 CPE: -1; PAX8 inh HTS: 27; F508del corr: 3.2; Xi reactivation: 0.0

What do the screens show for `O=C(C1=C[C@H](c2ccccc2)C[C@H](OCCCCO)O1)N1CCN(Cc2ccccc2)CC1`?
ERp5 inh: -3; ARNT TACC3 PPI: -1; GSIS activator: -7; DENV2 CPE: 0; EWS-Fli inh: 15; PAX8 inh HTS: 13; F508del corr: -1.5; Xi reactivation: 0.0

Results for O=C(CSc1ccccn1)Nc1nonc1[N+](=O)[O-] ?
ERp5 inh: 1; ARNT TACC3 PPI: 7; GSIS activator: 0; DENV2 CPE: -1; PAX8 inh HTS: 12; F508del corr: -2.7; Xi reactivation: 0.0

What do the screens show for `N#C/C(=C(/O)CN1CCN(c2ccccc2F)CC1)c1nc(-c2ccc(Cl)cc2)cs1`?
ERp5 inh: -9; ARNT TACC3 PPI: 26; GSIS activator: 0; DENV2 CPE: 4; EWS-Fli inh: 10; F508del corr: 2.1

What do the screens show for `O=C(NN1C(=O)c2ccccc2NC1c1ccc([N+](=O)[O-])o1)c1ccccc1` (configuration not stated)?
ERp5 inh: 3; ARNT TACC3 PPI: 9; GSIS activator: -4; DENV2 CPE: -4; EWS-Fli inh: 4; PAX8 inh HTS: 29; F508del corr: 0.4; Xi reactivation: -0.1

What do the screens show for `COc1ccc(CN(C)C[C@@H]2Oc3c(NS(C)(=O)=O)cccc3C(=O)N([C@@H](C)CO)C[C@H]2C)cc1`?
ERp5 inh: -1; ARNT TACC3 PPI: 8; GSIS activator: 8; DENV2 CPE: 1; PAX8 inh HTS: -17; F508del corr: 1.9; Xi reactivation: 0.1

What do the screens show for `CC1CCCN(CC(=O)Nc2ccc(S(=O)(=O)NC3CCCCC3)cc2)C1` (configuration not stated)?
ERp5 inh: 9; GSIS activator: 8; DENV2 CPE: 8; EWS-Fli inh: 10; F508del corr: 4.6

What do the screens show for `Cc1[nH]c2ccccc2c1C(=O)COc1ccccc1F`?
ERp5 inh: 3; ARNT TACC3 PPI: 2; GSIS activator: 6; DENV2 CPE: 7; EWS-Fli inh: -41; PAX8 inh HTS: -22; F508del corr: 0.1; Xi reactivation: 0.1

How did O=C(CSc1nccn1-c1cccc(Cl)c1)Nc1ccc2c(c1)OCCO2 do in these assays?
ERp5 inh: 3; ARNT TACC3 PPI: 21; GSIS activator: -8; DENV2 CPE: -3; EWS-Fli inh: -11; PAX8 inh HTS: -5; F508del corr: 1.5; Xi reactivation: 0.1

What do the screens show for `COc1ccc(/C=N/N2CCN(Cc3ccccc3)CC2)cc1`?
ERp5 inh: 1; ARNT TACC3 PPI: 20; GSIS activator: 4; DENV2 CPE: inconclusive; EWS-Fli inh: -4; PAX8 inh HTS: -14; F508del corr: -3.6; Xi reactivation: 0.0

How did CCOc1ccc(NS(=O)(=O)c2ccc(C(=O)N(C)CC(=O)Nc3cccc(OC)c3)cc2)cc1 do in these assays?
ERp5 inh: 0; ARNT TACC3 PPI: 6; GSIS activator: -39; DENV2 CPE: 7; EWS-Fli inh: 11; PAX8 inh HTS: 19; F508del corr: 1.4; Xi reactivation: 1.0

What do the screens show for `CCCCC(C(=O)OCC(=O)c1ccc(OC)cc1)N1C(=O)c2ccccc2C1=O` (configuration not stated)?
ERp5 inh: -2; ARNT TACC3 PPI: 1; GSIS activator: -5; DENV2 CPE: 0; EWS-Fli inh: -2; F508del corr: -0.6

Results for COC(=O)[C@]12C[C@H](CC(=O)N3CCCC3)C(=O)N(CCC3=CCCCC3)C1=C[C@H](COCc1ccccc1)O[C@@H]2C ?
ERp5 inh: 8; DENV2 CPE: 3; EWS-Fli inh: 2; PAX8 inh HTS: 7; F508del corr: -2.1; Xi reactivation: 0.3

What do the screens show for `N#CC1(NC(=O)COC(=O)Cc2n[nH]c(=O)c3ccccc23)CCCCC1`?
ERp5 inh: 6; ARNT TACC3 PPI: -2; GSIS activator: 18; DENV2 CPE: 1; EWS-Fli inh: 6; PAX8 inh HTS: 3; F508del corr: -2.1; Xi reactivation: 0.0

What do the screens show for `COc1cccc2oc(-c3ccco3)cc(=O)c12`?
ERp5 inh: 7; ARNT TACC3 PPI: 2; GSIS activator: -14; DENV2 CPE: 4; EWS-Fli inh: -61; PAX8 inh HTS: -107; F508del corr: 1.3; Xi reactivation: 0.0

How did COc1ccccc1S(=O)(=O)Cc1ccc(C(=O)NCc2ccco2)o1 do in these assays?
ERp5 inh: -3; ARNT TACC3 PPI: -1; GSIS activator: -11; DENV2 CPE: 4; PAX8 inh HTS: -2; F508del corr: 1.3; Xi reactivation: 0.0

What do the screens show for `Cc1ccc(SCC(=O)OCC(=O)NCc2cccs2)cc1C`?
ERp5 inh: 7; ARNT TACC3 PPI: -1; GSIS activator: 6; DENV2 CPE: -6; EWS-Fli inh: -1; PAX8 inh HTS: -6; F508del corr: -3.9; Xi reactivation: -0.1

How did CC1Cc2ccccc2N1C(=O)COC(=O)CCc1nc2ccccc2c(=O)[nH]1 (configuration not stated) do in these assays?
ERp5 inh: 10; ARNT TACC3 PPI: 9; GSIS activator: 0; DENV2 CPE: -3; EWS-Fli inh: 1; PAX8 inh HTS: -15; F508del corr: -2.0; Xi reactivation: 0.0

How did CC(=O)Nc1ccc(-n2nnnc2SCC(=O)NC2CCCC2)cc1 do in these assays?
ERp5 inh: 6; ARNT TACC3 PPI: 0; GSIS activator: 1; DENV2 CPE: 8; PAX8 inh HTS: 0; F508del corr: 1.2; Xi reactivation: 0.0

What do the screens show for `CN1C(=O)c2ccc(C(=O)Nc3ccc4c(c3)OCO4)cc2C1=O`?
ERp5 inh: -7; ARNT TACC3 PPI: -6; GSIS activator: 8; DENV2 CPE: -11; PAX8 inh HTS: -6; F508del corr: 0.4; Xi reactivation: 0.2
